# ZTA DNA inh: blocks Epstein-Barr virus ZTA, an EBNA-1 counter-screen; P03206; inhibition, % at 11 µM; ZTA-DNA binding, fluorescence polarization; 320,000 compounds, 0.15% hits; in the data active = inhibition above about 33%
# Target sequence (P03206 whole entry, looked up): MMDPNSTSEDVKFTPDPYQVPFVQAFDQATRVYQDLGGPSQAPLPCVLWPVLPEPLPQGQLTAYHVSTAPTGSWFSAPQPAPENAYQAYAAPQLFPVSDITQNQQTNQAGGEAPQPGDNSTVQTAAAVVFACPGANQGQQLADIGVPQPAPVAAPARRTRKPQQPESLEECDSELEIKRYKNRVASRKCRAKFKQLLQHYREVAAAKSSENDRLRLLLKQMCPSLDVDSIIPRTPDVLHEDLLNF
# core dimer inh: HCV core protein dimerization inhibition; TR-FRET GST/Flag-core106 dimerization, 1536-well; inhibition, % at 5 µM; 300,000 compounds, 0.33% hits;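 active = inhibition above the mean of all tested compounds plus 3 SD, set per screening campaign, cut at about 45% in these data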
#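 assay system = GST-tagged and Flag-tagged HCV core protein residues 1-106 | controls = unlabelled core106 and no-GST-core106 wells | incubation = compound-protein-antibody incubation 4 h at 22.5 °C | probe or stimulus = Eu donor and XL665 acceptor anti-tag antibodies | read-out = % inhibition based on acceptor/donor emission ratio | signal = TR-FRET 671 and 617 nm emission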
# CR mimetic SO: lowers age-related superoxide in aged yeast cells; S. cerevisiae aged cells, superoxide DHE fluorescence; hits give low values; superoxide response (% of plate mean), % at 10 µM; 330,000 compounds, 0.18% hits; AID 2690;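 active = superoxide response under a set limit, about three screen SD below normal, cut at about 65% in these data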;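 also: yeast aged for seven days with compound at 30 °C before DHE staining; 100% = average MFI of all compound-treated wells on the plate with controls excluded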
# EBNA-1 inh: blocks EBNA-1 binding to DNA; EBNA-1 DNA binding, fluorescence polarization; inhibition, % at 14.8 µM; 300,000 compounds, 0.34% hits; in the data active = inhibition above about 28%
# TPT1 inh: inhibitors of Candida albicans tRNA 2'-phosphotransferase TPT1. recombinant caTPT1, FP RNA substrate dephosphorylation. inhibition, % at 5 µM. 300,000 compounds, 0.81% hits. AID 1962;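 active = inhibition above the mean of all tested compounds plus 3 SD, set per screening campaign, cut at about 24% in these data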;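 also: plate controls were DMSO alone for no effect and ferristatin control at 100 nM for full effect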
# PP5 primary: PP5 (human) phosphatase inhibition. P53041. purified PP5c, OMFP substrate fluorescence. inhibition, % at 6.7 µM. 320,000 compounds, 0.18% hits;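 active = inhibition above the campaign's mean inhibition across all tested compounds plus 3 SD, cut at about 9.5% in these data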;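 also: 0% = DMSO only and 100% = 100 µM cantharidin control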
# PP1 counter: counter-screen for PP5 inhibitors: inhibitors of human PP1-alpha; P62136; purified PP1alpha, OMFP fluorescence; inhibition, % at 6.7 µM; 320,000 compounds, 0.9% hits; AID 2235;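 active = inhibition above the mean inhibition of all tested compounds plus 3 SD, computed separately for each screening campaign, cut at about 15% in these data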
# Target sequence (P62136 whole entry, looked up): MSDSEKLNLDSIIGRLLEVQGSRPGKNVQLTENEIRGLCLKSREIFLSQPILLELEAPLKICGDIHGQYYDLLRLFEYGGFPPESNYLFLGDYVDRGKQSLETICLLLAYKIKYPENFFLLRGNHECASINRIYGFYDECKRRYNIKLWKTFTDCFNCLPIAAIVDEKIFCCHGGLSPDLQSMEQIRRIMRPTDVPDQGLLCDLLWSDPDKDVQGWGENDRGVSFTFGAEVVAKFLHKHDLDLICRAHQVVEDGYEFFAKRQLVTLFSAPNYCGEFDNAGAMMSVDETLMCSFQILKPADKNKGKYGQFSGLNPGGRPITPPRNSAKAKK
# GASC-1 inh: blocks human GASC-1 demethylase activity | Q9H3R0 | GST-JMJD2C(1-420) H3K9me3 demethylation, DELFIA europium | inhibition, % at 2.35 µM | 330,000 compounds, 0.069% hits;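 active = more than half of a compound's replicate wells show inhibition beyond 50%, single wells judged on their own value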;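 also: signal counts dimethyl H3K9 product captured on neutravidin plate; 0% = median of DMSO wells and 100% = 0.3 times that DMSO median; strong numbers were not always called active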
# Target sequence (Q9H3R0 1-420 limits assumed): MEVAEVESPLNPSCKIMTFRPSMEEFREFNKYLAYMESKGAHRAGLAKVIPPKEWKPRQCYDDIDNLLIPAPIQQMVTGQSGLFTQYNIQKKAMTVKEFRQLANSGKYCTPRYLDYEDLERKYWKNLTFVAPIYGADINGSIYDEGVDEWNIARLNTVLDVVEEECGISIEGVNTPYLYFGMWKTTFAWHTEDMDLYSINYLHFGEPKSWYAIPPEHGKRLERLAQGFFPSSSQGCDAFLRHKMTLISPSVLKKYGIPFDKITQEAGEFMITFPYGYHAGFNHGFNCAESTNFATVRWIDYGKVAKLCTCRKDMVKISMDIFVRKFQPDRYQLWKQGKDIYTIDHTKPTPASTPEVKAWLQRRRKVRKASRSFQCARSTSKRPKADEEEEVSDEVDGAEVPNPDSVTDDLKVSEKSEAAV
# CTSL1 counter: counter-screen for PFM18AAP inhibitors: inhibitors of F. hepatica cathepsin L1. recombinant F. hepatica cathepsin L1, Z-Leu-Arg-MCA fluorescence. inhibition, % at 5.96 µM. 300,000 compounds, 0.49% hits. AID 1906;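 active = inhibition above the mean of all tested compounds plus 3 SD, set per screening campaign, cut at about 17% in these data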;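 also: 0% = plate median of test compound wells and 100% = 1 µM Z-Phe-Ala-diazomethylketone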
# * hit, by the source's call; . = not tested or not shown; & = joins results of further samples.
SMILES,ZTA DNA inh,core dimer inh,CR mimetic SO,EBNA-1 inh,TPT1 inh,PP5 primary,PP1 counter,GASC-1 inh,CTSL1 counter
Cc1cc(N2CCCN(C)CC2)nc2cc(Cl)ccc12,-12.0,2.8,115.0,-18.6,2.7,3.6,-6.1,-16.9,-6.0
CCCn1c(SCC(=O)NCc2ccccc2)n[nH]c1=O,-11.4,-1.9,79.2,2.1,0.7,0.3,-6.1,-5.2,1.9
COc1ccc(-c2nc(CS(=O)CC(=O)NCc3ccc4c(c3)OCO4)c(C)o2)cc1OC (configuration not stated),14.3,10.5,116.8,6.9,1.3,-0.5,-5.4,-1.1,-2.0
COc1ccc(OC)c(-c2c3cc(O)c(=O)cc-3oc3cc(O)c(O)cc23)c1,6.2,38.6,104.8,19.5,-16.9,-82.0,-103.0,28.7,-7.3
CN1CCC2(CC1)C1CN(C)CC=C1C(C#N)=C(N)C2(C#N)C#N (configuration not stated),1.5&-14.5,-10.0&-1.5,99.9&118.7,2.4&-11.1,-32.3&-24.0,-0.5&-2.8,-4.5&2.3,-0.1&-11.2,2.8&-5.7
CCOc1ccc(C(C)=O)cc1CN1C(=O)NC2(CCCCCC2)C1=O,-5.2,-5.3,102.6,-13.9,3.9,-6.3,6.2,20.0,-1.2
CC(C(=O)Nc1ccccc1-c1ccccc1)N1CCN(Cc2ccccc2)CC1 (configuration not stated),-6.2,0.9,108.6,-3.0,10.1,4.4,-1.5,3.7,-1.1
Nc1ccc(/C=C/c2ccc3ncccc3c2)cc1,-4.9,-3.5,82.7,-10.5,4.5,2.7,2.8,8.0,-0.9
C/C(=N\Nc1ccc(C(=O)O)cc1)c1ccc(Br)cc1,12.2,-0.6,108.2,-1.0,-8.3,3.2,4.5,2.9,4.1
C/C(=N\NC(N)=S)C1=CCC2C3CC[C@H]4CC(O)CC[C@]4(C)C3CC[C@]12C (some centres not stated),-4.6,11.2,94.0,-12.5,-3.2,-0.2,2.6,-6.1,5.3
COc1ccccc1CCNC(=O)C(=O)NCC1OCCN1S(=O)(=O)c1ccc(Cl)cc1 (configuration not stated),0.0,4.6,112.2,3.2,-4.3,-1.4,1.0,-7.9,2.2
COc1ccc(Cl)cc1NC(=O)CN(C)CC(=O)Nc1cc(OC)c(OC)c(OC)c1,-0.8,-2.9,104.5,-12.8,1.8,2.7,-1.2,-12.1,-3.0
CCNc1nc(SCC(=O)OC)nc(N2CCOCC2)n1,9.7,-4.8,103.2,-4.9,3.2,1.6,2.2,-0.6,-5.0
COc1ccc(CC(=O)N/N=C/c2cccs2)cc1OC,-1.5,-20.1,92.3,-15.2,0.9,-0.3,-1.2,5.4,3.7
N#C/C(=C/c1cccn1-c1cccc(C(=O)O)c1)c1ccc(Cl)cc1,8.0,10.9,101.2,5.4,-0.5,-1.5,1.8,0.2,1.1
CCn1c(O)c(N=NC(=O)CNC(=O)c2ccccc2F)c2ccccc21,10.4,7.5,100.9,9.4,0.5,-1.0,-2.4,-4.2,-0.7
O=[N+]([O-])c1cccc2ccc(/C=C/c3ccc(C(F)(F)F)cc3)nc12,1.3,-3.4,88.2,-3.1,-0.4,4.4,2.4,-8.8,2.4
Cc1cccc(C(=O)N[C@H](C(=O)OCC(=O)NC2CCS(=O)(=O)C2)C(C)C)c1 (some centres not stated),3.4,3.7,104.9,8.4,2.7,-2.0,-6.0,-7.5,-4.5
CN(/N=C/c1cc(Cl)cc(Cl)c1O)C(=S)NC(C)(C)C,10.1,2.8,108.1,3.0,7.6,0.9,-6.9,4.7,-0.8
Cc1cc(C)n2nc(C(=O)OCCOc3cccc(Br)c3)nc2n1,-6.4,0.4,105.2,-4.9,1.6,-1.1,1.2,0.8,3.2
CCOC(=O)c1cccc(NC(=O)C2CCN(c3ncnc4c3nc3n4CCCCC3)CC2)c1,8.1,-0.3,101.0,-8.1,1.2,3.8,7.0,8.1,-1.1
COc1ccc(C(=O)CSc2nnc(CN3CCCCC3)n2-c2ccc(F)cc2)cc1OC,3.1,-0.4,93.8,-14.2,-1.9,-0.6,0.5,4.1,0.2
O=S(=O)(Nc1ccc(N2CCOCC2)cc1)c1ccc2ccccc2c1,-0.1,0.3,100.1,3.6,2.1,0.5,-0.2,-2.4,0.9
COc1cc(SC#N)ccc1N=Cc1c(C)[nH]n(-c2ccc(Cl)cc2)c1=O,17.6,-8.7,86.3,1.8,8.4,0.3,-1.1,-7.4,2.9
CC[N+]1(C)CCC(=C2c3ccccc3CC(=O)c3sccc32)CC1 (configuration not stated),-7.3,3.8,108.8,-1.8,-1.7,2.0,-1.5,-3.6,-0.3
CSCC[C@H](NC(=O)c1cccs1)C(=O)N1CCC2(CC1)NCCc1[nH]cnc12,-0.7,-5.6,82.9,-6.4,0.0,2.7,-1.0,-12.8,-1.3
O=C(Nc1ccc(-c2ccc3nncn3n2)cc1)c1ccc(Br)o1,-7.1,5.2,110.9,-0.5,4.1,1.6,1.2,-0.3,2.6
CN(/C=C/C(=C/C=[N+](C)c1ccccc1)OCCCS(=O)(=O)[O-])c1ccccc1,-3.3,0.7,93.5,2.0,-0.7,4.0,1.1,-5.7,0.1
CC(Sc1nnc(-c2ccco2)n1C)C(=O)N1C(C)CCCC1C (configuration not stated),2.8,-5.9,90.8,6.7,-5.7,0.2,-1.4,8.0,2.7
Cc1c(Br)c([N+](=O)[O-])nn1CC(=O)NCc1ccccn1,-6.9,-0.6,77.9,-3.2,3.1,2.7,-1.7,10.6,-1.1
CC(C)Oc1ccc(C(=O)NCC(=O)OCC(=O)N(C)Cc2cccs2)cc1,-4.0,1.6,105.2,-6.0,-0.8,-1.0,1.5,-3.8,-6.0
Cc1ccc(C(=O)N/C(=C/c2ccc(Cl)cc2)C(=O)N2CCOCC2)cc1,-10.0,-14.2,96.1,-10.4,2.4,3.3,0.4,-2.1,-1.3
O=C(CN1C(=O)NC(c2ccccc2)(c2ccccc2)C1=O)N1CCOCC1,13.4,.,92.8,.,.,0.3,-4.0,.,.
O=C(c1cc(-c2ccc(O)cc2)on1)N1CCCc2ccccc21,8.9,5.2,103.7,8.0,-0.1,-1.4,0.3,.,0.7
COc1cccc(Nc2nc(N)nc(-c3oc4ccccc4c3C)n2)c1,1.5,1.5,93.8,5.2,-0.9,5.9,-0.5,-5.1,0.3
Cc1ccc(Sc2c([N+](=O)[O-])c(=O)n(C)c3ccccc23)cc1,-0.5,-15.5,100.4,-9.4,2.8,0.8,-1.1,-4.7,4.2
O=C(CSc1nnc(-c2ccccc2)n1-c1ccccc1)N1c2ccccc2Sc2ccccc21,-4.8,6.5,121.7,8.7,0.4,1.8,-2.6,-2.8,-1.8
Cc1ccc(S(=O)(=O)NNC(=O)c2cccs2)c(C)c1,1.2,-1.8,100.2,6.1,0.9,-0.8,-4.2,-2.2,-0.6
Cn1c(=O)c2cc(S(=O)(=O)N3CCN(c4cccc(C(F)(F)F)c4)CC3)ccc2n(C)c1=O,7.9,9.9,90.4,1.2,-2.5,-2.4,2.2,-4.3,4.2
COc1cccc(OC)c1C(=O)Nc1nc(COc2ccccc2)cs1,19.2,-5.4,104.4,0.0,0.7,3.8,0.1,2.7,-0.9
O=C(O)Cn1c2c(c3ccccc31)CSc1ccc(Cl)cc1-2,13.6,10.1,93.5,-2.3,0.0,1.2,11.7,-5.2,1.1
CN(Cc1ccccc1F)C(=O)CCCNC(=O)c1ccc(Cl)cc1,12.2,0.6,99.3,8.5,4.0,-0.7,1.8,1.4,-0.2
COc1ccccc1CNC(=O)CCc1nnc2ccc(NCCCN3CCCC3=O)nn12,11.6,2.7,104.1,3.7,0.5,0.1,1.6,-0.5,1.8
O=C(c1ncc[nH]1)c1ccccc1Cl,6.7,0.6,106.5,11.0,-0.1,-0.3,-2.3,5.6,3.2
CCCCn1c(N)c(N(CCOC)C(=O)c2cc(S(=O)(=O)N3CCCCC3)ccc2C)c(=O)[nH]c1=O,-17.7,-6.5,111.5,-2.7,0.8,-2.1,-2.5,-0.6,-0.3
CN(CC(=O)NCc1ccc(F)cc1)S(=O)(=O)c1ccc(Br)s1,-1.2,-13.9,100.8,5.0,-2.8,1.7,3.0,13.9,2.0
Cc1nn(C(C)C(=O)NCCCc2ccccc2)c(=O)c2nn(-c3ccccc3)c(C)c12 (configuration not stated),11.6,11.2,124.7,10.4,-1.2,-0.1,-3.2,-0.4,-3.9
Cc1ccc(S(=O)(=O)NC2CCCC2)cc1C,-8.7,-7.2,106.2,-0.5,-1.4,-0.9,-3.3,.,0.8
CCN1C(=O)CSc2ccc(C(=O)NCc3ccc(OC)cc3)cc21,-17.1,-1.4,78.9,-4.5,-2.1,0.3,-3.6,-3.5,0.2
Cc1ccc(-c2csc(=S)n2CC(=O)OCC(=O)NCc2ccco2)cc1,0.8,-2.5,100.5,-7.2,3.3,1.5,-0.6,-6.2,-2.2
O=C(CSCc1ccc([N+](=O)[O-])cc1)N/N=C/c1cccnc1,4.3,3.4,96.9,5.4,-1.4,4.0,0.5,3.9,-1.7
COc1ccc(C(=O)Nc2ccccc2C(=O)NC(Cc2c[nH]c3ccccc23)C(=O)O)cc1 (configuration not stated),-17.9,0.6,105.3,-8.0,-0.2,5.5,0.7,5.6,1.2
CC1(C)Cc2ccccc2C(NNC(=O)c2ccc(Br)o2)=N1,-9.1,-9.5,96.0,3.2,-3.1,-1.4,-1.3,-6.0,1.2
Cc1ccc(C(C)C)c(OCC(=O)N/N=C/c2cccn2C)c1,-11.3,-5.2,93.9,4.0,1.7,5.0,3.3,-13.8,-0.9
Cc1cc(C)c(OCC(=O)Nc2nnc(-c3ccco3)o2)c(C)c1,-8.0,-1.5,85.9,6.5,-0.3,-1.1,3.2,23.3,4.1
Cc1ccc2c(c1)N(CC(=O)N1CCCc3ccccc31)C(=O)CO2,0.7,1.8,94.8,11.8,-1.7,1.1,-4.2,-2.1,-2.9
COc1c(OC(C)=O)ccc(/C=C/c2ccc3cccc(OC)c3n2)c1[N+](=O)[O-],-4.5,-10.5,106.8,-1.3,0.8,2.9,0.0,-2.9,2.6
COc1ccc(/C=N/NC(=O)NC23CC4CC(CC(C4)C2)C3)c(OC)c1,5.9,11.1,95.8,-7.5,2.9,2.1,3.8,-15.1,1.5
O=C(OCCOc1ccc(F)cc1)c1ccc(S(=O)(=O)N2CCCC2)cc1,0.2,.,100.5,.,.,5.4,-0.9,.,.
c1ccc(C2C3=C(CCCC3)Nc3ncnn32)cc1 (configuration not stated),5.3,-1.8,89.2,1.6,-1.5,-1.4,-2.6,8.9,0.0
COc1ccc(C(=O)NC2CCN(C(=S)Nc3ccc(C)c(C)c3)CC2)cc1,-10.5,6.6,91.4,-11.4,2.4,3.4,-1.1,-1.9,-2.5
O=C(NCCO[N+](=O)[O-])c1cccnc1,-12.6,-2.9,88.6,5.2,-0.7,2.1,2.5,-2.4,-0.3
Cn1c(=O)c2[nH]c(NCC3CCCO3)nc2n(-c2ccccc2)c1=O (configuration not stated),7.8,-7.4,101.1,0.1,0.4,-1.1,-1.1,-11.1,1.2

# Entries of single compounds as entered above:
# CC(C)Oc1ccc(C(=O)NCC(=O)OCC(=O)N(C)Cc2cccs2)cc1 in the list: ZTA DNA inh: -4.0; core dimer inh: 1.6; CR mimetic SO: 105.2; EBNA-1 inh: -6.0; TPT1 inh: -0.8; PP5 primary: -1.0; PP1 counter: 1.5; GASC-1 inh: -3.8; CTSL1 counter: -6.0
# O=C(CSc1nnc(-c2ccccc2)n1-c1ccccc1)N1c2ccccc2Sc2ccccc21 in the list: ZTA DNA inh: -4.8; core dimer inh: 6.5; CR mimetic SO: 121.7; EBNA-1 inh: 8.7; TPT1 inh: 0.4; PP5 primary: 1.8; PP1 counter: -2.6; GASC-1 inh: -2.8; CTSL1 counter: -1.8

# Source: PubChem BioAssay
